influenza NS1A = H1N1 influenza NS1A inhibitors, functional cell based assay (AID 504329) | 0.3% of 340,000 active | NS1A functional cell-based assay, percent inhibition; higher % means a stronger effect | one-dose inhibition, % at 12.5 µM; IC50 in µM for titrated hits; in the data active = a potency from the dose series; inconclusive = inhibition above about 27% without an active follow-up result; note: strong numbers were not always called active
H37Rv inhibition = M. tuberculosis growth inhibition, HTS (AID 449762); one-dose inhibition, % at 25 µM; IC50 in µM for titrated hits; M. tuberculosis H37Rv growth inhibition, 7H9 media; higher % means a stronger effect; 0.59% of 330,000 active; in the data active = a potency from the dose series; inconclusive = inhibition above about 70% without an active follow-up result;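 note: bacterial growth assessed after seven days of incubation; strong numbers were not always called active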
tuberculosis growth = growth inhibition of non-replicating M. tuberculosis (AID 488890); Mycobacterium tuberculosis non-replicating, growth inhibition; higher % means a stronger effect; one-dose inhibition, % at 25 µM; IC50 in µM for titrated hits; 0.39% of 320,000 active; in the data active = a potency from the dose series; inconclusive = inhibition mostly from about 82% at the one dose, without a potency; inactive = the rest, 99 in 100 with inhibition below about 76%;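 note: plate controls were DMSO cells for no effect and high antibiotic wells for full effect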
PhoP GFP inhibition = PhoP regulon inhibitors, Salmonella typhi PhoP promoter GFP reporter, confirmatory (AID 1850) | Salmonella Typhi PhoP-promoter GFP reporter, fluorescence, 4 h; higher % means a stronger effect | inhibition, % at 50 µM; hits with a dose series show IC50 in µM | 0.33% of 310,000 active; in the data active = a potency from the dose series; inconclusive = inhibition mostly from about 25% at the one dose, without a potency; inactive = the rest, 99 in 100 with inhibition below about 19%;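 note: 0% = induced wells with vehicle and 100% = uninduced wells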
VEEV TC-83 Vero = inhibitors of VEEV TC-83 cytopathic effect, confirmation, Vero cells (AID 588727). Vero cells, VEEV TC-83 cytopathic effect inhibition; higher % means a stronger effect. inhibition, % at 20 µM; hits with a dose series show IC50 in µM. 0.13% of 350,000 active; in the data active = a potency from the dose series; inconclusive = inhibition mostly from about 14% at the one dose, without a potency; inactive = the rest, 99 in 100 with inhibition below about 12%; note: strong numbers were not always called active
VEEV TC-83 Vero 10K pilot screen = second read-out of VEEV TC-83 Vero, no call of its own (marks repeat the call); inhibition, %; measured here: 10K pilot screen inhibition
* marks the source's active call; other numbers are inactive results; i = inactive; ? = inconclusive; / = no result given.

SMILES | influenza NS1A | H37Rv inhibition | tuberculosis growth | PhoP GFP inhibition | VEEV TC-83 Vero | others
COc1cc(/C=C(/C#N)c2ccc(F)cc2)ccc1OCc1ccc(C(=O)O)o1 | 18% | 60% | 22% | -13% | 4.8%
COc1ccc(S(=O)(=O)Nc2cc(C(=O)NCCCN3CCOCC3)ccc2N2CCOCC2)cc1 | -10% | -2% | -6% | 11% | i
COc1ccc(S(=O)(=O)NC(Cc2cnc[nH]2)C(=O)O)cc1 (centres undefined) | -4% | -2% | 3% | 2% | 0.2%
CCn1c(SCC(=O)Nc2nnc(C)s2)nnc1C(C)NC(=O)c1ccccc1F (centres undefined) | -5% | -15% | -11% | 6% | 0.5%
COC(=O)c1ccccc1NC(=O)CN(c1ccc(C)cc1)S(C)(=O)=O | -3% | -1% | 1% | 4% | i
Cc1nc(C)c(CCNC(=O)c2ccccc2Br)s1 | 13% | -6% | 7% | -8% | 1.1%
Cc1ccc(CNc2oc(COc3ccccc3Cl)nc2C#N)cc1 | -44% | 2% | 19% | -4% | 1.1%
COC(=O)C(Cc1ccccc1)NC(=O)COc1ccc(C(C)(C)C)cc1 (centres undefined) | -10% | -6% | -24% | 3% | ?
Cc1ccc(C)c(S(=O)(=O)N2CCN(CC(=O)NC(=O)NCc3ccco3)CC2)c1 | 10% | 5% | 10% | 4% | 0.5%
CC(C)(C)[C@@H]1C=C(C(=O)O)O[C@H](OCc2ccc(CO)cc2)C1 | -6% | -4% | 12% | -7% | i
COc1ccc(N2CCN(c3cnc4ccccc4n3)CC2)cc1 | 1% | ? | 0% | 5% | 2.2%
COC(=O)c1cc2c(N)c(C(=O)c3ccc(Cl)cc3)sc2nc1C(OC)OC | -26% | 2% | -4% | 0% | 77%
CCN(Cc1ccc(NC(C)=O)cc1)CC1CCCN(CCc2cccc(OC)c2)C1 (centres undefined) | -28% | 3% | -4% | -2% | i
C=COCCn1c(C)c(C(=O)OCC)c2cc(O)ccc21 | 0% | -16% | 1% | -7% | 1.8%
O=C1c2ccccc2NC(c2ccccc2O)N1NS(=O)(=O)c1ccccc1 (centres undefined) | 5% | 0% | 22% | -8% | 7.0%
Cc1ccc(N=C2NC(=O)c3cccc([N+](=O)[O-])c32)cc1 | -6% | -2% | 4% | 2% | 1.6%
C[C@H](CO)N1C[C@H](C)[C@@H](CN(C)S(C)(=O)=O)Oc2c(NC(=O)Nc3ccccc3)cccc2C1=O | 6% | -7% | 4% | / | 0.2%
CCOC(=O)C1=C(CS(=O)(=O)c2ccc(Cl)cc2)NC(=O)NC1c1ccc(O)c(OC)c1 (centres undefined) | -1% | 0% | 0% | 5% | i
Cn1cc(-c2cccc(Cl)c2)cc(C#N)c1=O | -5% | -4% | -1% | 1% | 2.1%
Nc1cc(-c2ccccc2)nn1Cc1ccc(Cl)cc1 | 6% | -1% | 1% | -4% | 5.4%
O=C(CSCc1ccccc1)Nc1cccc(C(=O)Nc2ccccc2C(=O)O)c1 | -10% | -4% | 7% | -3% | 3.7%
CC[C@@H]1C=C(C(=O)O)[C@H](c2ccc(C#N)cc2)N1S(=O)(=O)c1ccc(C)cc1 | -18% | 4% | 11% | / | 0.6%
COC(=O)C(CC(C)C)NC(=O)CSc1nc(-c2ccccc2)c(C#N)c(=O)[nH]1 (centres undefined) | 1% | -8% | -4% | -5% | i | VEEV TC-83 Vero 10K pilot screen=0.9
O=C(c1ccc(Br)c(S(=O)(=O)N2CCOCC2)c1)N1CCN(C/C=C/c2ccccc2)CC1 | -13% | / | / | / | 5.8%
CCOc1ccccc1C(=O)NC1CC2CCCC(C1)N2Cc1nnnn1Cc1ccco1 (centres undefined) | 0% | 2% | 4% | 4% | 8.4%

Next section, overlapping the part above by six compounds.
SMILES | influenza NS1A | H37Rv inhibition | tuberculosis growth | PhoP GFP inhibition | VEEV TC-83 Vero | others
Nc1cc(-c2ccccc2)nn1Cc1ccc(Cl)cc1 | 6% | -1% | 1% | -4% | 5.4%
O=C(CSCc1ccccc1)Nc1cccc(C(=O)Nc2ccccc2C(=O)O)c1 | -10% | -4% | 7% | -3% | 3.7%
CC[C@@H]1C=C(C(=O)O)[C@H](c2ccc(C#N)cc2)N1S(=O)(=O)c1ccc(C)cc1 | -18% | 4% | 11% | / | 0.6%
COC(=O)C(CC(C)C)NC(=O)CSc1nc(-c2ccccc2)c(C#N)c(=O)[nH]1 (centres undefined) | 1% | -8% | -4% | -5% | i | VEEV TC-83 Vero 10K pilot screen=0.9
O=C(c1ccc(Br)c(S(=O)(=O)N2CCOCC2)c1)N1CCN(C/C=C/c2ccccc2)CC1 | -13% | / | / | / | 5.8%
CCOc1ccccc1C(=O)NC1CC2CCCC(C1)N2Cc1nnnn1Cc1ccco1 (centres undefined) | 0% | 2% | 4% | 4% | 8.4%
CCC(=O)NC(c1cccs1)c1cc(Cl)c2ccccc2c1O (centres undefined) | 5% | -10% | 9% | / | 0.9%
COc1ccc(/C=N/Nc2cc(C)nc3ccccc23)cc1 | -6% | ? | 8.4µM* | 10µM* | i
CC(=O)NC(CC(=O)N(C)Cc1c(F)cccc1Cl)c1ccccc1 (centres undefined) | -10% | 0% | 5% | 3% | 2.1%
Cc1ccsc1C(=O)OC1CCOC1=O (centres undefined) | -3% | 3% | -7% | 1% | 0.5%
COC(=O)C1=C(C)N(CCCC(=O)O)C(=O)NC1c1ccccc1Cl (centres undefined) | -1% | 1% | 1% | -2% | 0.4%
O=C1CC(C(F)(F)F)=NN1 | / | -1% | -9% | -4% | 1.1%
CC1CCN(S(=O)(=O)c2ccc(C(=O)OC(C)C(=O)NC3CCCCC3C)cc2)CC1 (centres undefined) | -1% | -13% | -2% | -3% | 1.6%
O=C(NCCCn1ccnc1)C(=O)NCc1ccccc1 | 8% | -2% | -15% | 1% | 6.1%
CCOC(=O)c1c(-n2c(C)cc(/C=C3/C(=O)NC(=O)N(CC)C3=O)c2C)sc2c1CCCC2 | 17% | 0% | 6% | 4% | 2.4%
CCc1cc2c(NC(Cc3c[nH]c4ccccc34)C(=O)O)nc(C)nc2s1 (centres undefined) | -14% | -7% | -5% | -8% | 2.7%
COc1ccc2c(c1OC)c(=O)n1c3ccc(OC(C)C(=O)NCCN4CCOCC4)cc3c3ccnc2c31 (centres undefined) | 3% | -3% | 39% | 4% | 7.3%
Fc1ccccc1CSc1ncnc2sc3c(c12)CCCC3 | -3% | 9% | 51% | -2% | 6.7%
Cc1cc(C)nc(SCC(=O)OCC(=O)Nc2nc3ccccc3s2)n1 | 1% | 9% | 4% | 2% | 0.3%
Cc1ccc(NC(=O)CCNS(=O)(=O)c2cccc3nonc23)cc1Cl | -2% | 55% | -6% | 12% | 2.9%
CS(=O)(=O)N(CC(=O)NCC1CCCO1)c1cc(Cl)c(Cl)cc1Cl (centres undefined) | 0% | -8% | -14% | 5% | 1.4%
Cc1cc2nnc(SC3CCCCN(C(=O)c4ccc(F)cc4)C3=O)n2c2ccccc12 (centres undefined) | 8% | 7% | -4% | -20% | 7.8%
O=C(COC(=O)[C@@H]1CC(O)CN1S(=O)(=O)c1ccc2c(c1)OCCO2)Nc1ccccc1F (some centres undefined) | 1% | -6% | -8% | -6% | i
CCOC(=O)/C=C1\CN(Cc2cc(OC)c(OC)c(OC)c2)S(=O)(=O)c2ccc(C(F)(F)F)cc21 | -8% | 3% | 70% | 7% | 0.5%
CNC(=O)c1c(I)c(C(=O)NCC(=O)Nc2c(I)c(C(=O)O)c(I)c(C(=O)NCCO)c2I)c(I)c(N(C)C(C)=O)c1I | -13% | -4% | -7% | -18% | i
O=C(Nc1cccc(O)c1)c1ccc(NC(=O)c2cccs2)cc1 | 27% | -11% | -5% | -1% | 8.4%
O=C(Cn1c(=O)oc2ccccc21)NC(=O)NCc1ccco1 | -7% | 5% | 9% | 4% | 1.5%
O=C1C=C(c2ccc(-c3ccccc3)cc2)C[C@@H](c2ccc(F)cc2)C1 | -2% | -6% | -18% | / | 0.7%
CC(C)(C)c1ccc(-n2ncc3c2CCCC3NC(=O)c2ccncc2)cc1 (centres undefined) | -7% | -9% | 4% | -3% | 3.3%
CCOC(=O)c1c(CN2CCC(C)CC2)oc2ccc(OC)cc12 | -5% | 3% | -1% | 0% | 1.7%
COc1ccc(-n2c3nc4ccccc4nc3c3c(=N)oc(C)nc32)cc1 | -7% | -5% | -13% | -6% | 2.2%

By substructure: those above containing bromine (two)
SMILES | influenza NS1A | H37Rv inhibition | tuberculosis growth | PhoP GFP inhibition | VEEV TC-83 Vero | others
Cc1nc(C)c(CCNC(=O)c2ccccc2Br)s1 | 13% | -6% | 7% | -8% | 1.1%
O=C(c1ccc(Br)c(S(=O)(=O)N2CCOCC2)c1)N1CCN(C/C=C/c2ccccc2)CC1 | -13% | / | / | / | 5.8%

Going on with the list:
SMILES | influenza NS1A | H37Rv inhibition | tuberculosis growth | PhoP GFP inhibition | VEEV TC-83 Vero | others
Cc1noc(C)c1C(=O)N1CCC(C(=O)c2ccccc2)CC1 | -22% | 3% | -11% | 3% | 2.2%
CC(C)(Cc1ccc(O)cc1)NC(=O)SCc1ccccc1 | -3% | 13% | 28% | 3% | 1.4%
COC/C=C/C1=CC2=CC(=O)C(C)(OC(=O)c3cnc4ccccc4n3)C(=O)C2=CN1C(CO)CO (centres undefined) | 10% | -4% | 0% | -2% | 1.6%
CCOC(=O)c1ccc(N2C(=O)C(O)=C(C(C)=O)C2c2ccccn2)cc1 (centres undefined) | 9% | -6% | 3% | -9% | 3.7%
COc1ccc(NC(=O)CN2C(=O)COc3ccc(S(=O)(=O)N4CCOCC4)cc32)cc1Cl | -2% | 1% | 2% | 3% | i
NC(=O)CC(NC(=O)c1cccc(Br)c1)c1ccc(N2CCN(c3ccc(F)cc3)CC2)c([N+](=O)[O-])c1 (centres undefined) | 14% | ? | -2% | -3% | i | VEEV TC-83 Vero 10K pilot screen=0.5
COc1ccc([C@H]2CC(=O)C=C(c3ccc4cc[nH]c4c3)C2)cc1 | 10% | 52% | 18% | / | i
O=C(COc1ccc(F)cc1Br)Nc1ccccc1N1CCOCC1 | -3% | / | / | / | 8.9%
Cn1c(=O)[nH]c(=O)c2c1nc(N1CCN(CCO)CC1)n2Cc1ccccc1Cl | 6% | -8% | 9% | -3% | 1.1%
COc1cc(/C=N/NC(=O)C(NC(=O)c2ccccc2)c2n[nH]c(=O)c3ccccc23)ccc1OCC(N)=O (centres undefined) | -7% | 2% | 16% | 0% | 9.1%
CC1=CC(C)C2(CO)COC(c3ccc(O)cc3)C1C2C (centres undefined) | 10% | -8% | 1% | 2% | 0.7%
CC(=O)Nc1cccc(OCC(=O)NC(C)C(C)C)c1 (centres undefined) | -6% | -25% | 1% | -4% | i
Cc1cccc(C)c1NC(=O)CNC(=O)c1c(C)nn(-c2ccccc2)c1Cl | -6% | 3% | 0% | 11% | 1.5%
O=C(N/N=C/c1cc(Br)cs1)c1ccccc1[N+](=O)[O-] | -3% | 0% | 46% | 0% | 0.2%
O=c1[nH]cccc1-c1nc2ccccc2[nH]1 | -15% | 10% | -4% | -3% | i
COc1ccc(C2C(C(C)=O)=C(O)C(=O)N2CCc2c[nH]c3ccccc23)cc1 (centres undefined) | 9% | 1% | 20% | -4% | 0.3%
CC1CCCCC1NC(=O)C1CCN(S(=O)(=O)c2ccc(-n3cnnn3)cc2)CC1 (centres undefined) | 21% | 0% | 8% | -2% | 3.0%
O=C(CSc1nnc(-c2ccc(Cl)s2)o1)N1CCCc2ccccc21 | 7% | / | / | / | i
CCN1C(=O)[C@H]2[C@H]3CN=C(SCc4ccccc4)N3[C@@](CC)(C(=O)OC)[C@H]2C1=O | 12% | / | / | / | 1.5%
CCn1cc(CN(C)C(=O)/C=C/c2ccc([N+](=O)[O-])cc2)c(C)n1 | 31% | 5% | -4% | 3% | 0.4%
CCOc1cc(/C=C\c2nc(O)c([N+](=O)[O-])c(=O)[nH]2)ccc1OC(C)CC (centres undefined) | -11% | 4% | 2% | -6% | 0.7%
C#Cc1ccc(CN2CCC(C(=O)Nc3ccc(Oc4ccccc4)nc3)CC2)cc1 | 2% | ? | 60% | -25% | 2.9%
O=C(CCCCn1c(=O)[nH]c2ccccc2c1=O)NC1CCN(Cc2ccccc2)CC1 | 28% | -5% | / | / | 0.4%
NS(=O)(=O)c1ccc(NC(=O)C2CCCO2)cc1 (centres undefined) | / | 1% | 11% | -7% | /
COc1cccc(CNC(=O)c2cnc(-c3ccccn3)nc2C(F)(F)F)c1 | -17% | 3% | 10% | 4% | 2.6%
COc1ccc2nc(SCC(=O)Nc3c(C)cccc3C)[nH]c2c1 | 2% | 1% | 1% | 4% | 1.7% | VEEV TC-83 Vero 10K pilot screen=0.1
Cc1ccnc(NS(=O)(=O)c2ccc(NS(C)(=O)=O)cc2)n1 | 10% | 1% | 3% | 12% | 0.1%

Screens deposited in PubChem BioAssay by Southern Research Specialized Biocontainment Screening Center.
